Compound activity from PubChem BioAssay.
L3MBTL1 inh = qHTS Assay for the Inhibitors of L3MBTL1 | Potency, µM (series often up to 57.1 µM), for inactives: at the highest dose activity, negative = inhibition, hits mostly inhibitors | AlphaScreen L3MBTL1–H3K9me1 peptide binding | hit rate 0.66% among 230,000 | Lethal(3)malignant brain tumor-like protein 1 (Homo sapiens), Q9Y468; active means well fitted inhibition curve with a large enough effect; inconclusive means small, poorly fitted or top-dose-only effect; inactive means no such curve, though single readings can be large or run the other way; further: nearly all actives have a fitted effect of over 60% in size
Target sequence (Q9Y468 whole entry, looked up): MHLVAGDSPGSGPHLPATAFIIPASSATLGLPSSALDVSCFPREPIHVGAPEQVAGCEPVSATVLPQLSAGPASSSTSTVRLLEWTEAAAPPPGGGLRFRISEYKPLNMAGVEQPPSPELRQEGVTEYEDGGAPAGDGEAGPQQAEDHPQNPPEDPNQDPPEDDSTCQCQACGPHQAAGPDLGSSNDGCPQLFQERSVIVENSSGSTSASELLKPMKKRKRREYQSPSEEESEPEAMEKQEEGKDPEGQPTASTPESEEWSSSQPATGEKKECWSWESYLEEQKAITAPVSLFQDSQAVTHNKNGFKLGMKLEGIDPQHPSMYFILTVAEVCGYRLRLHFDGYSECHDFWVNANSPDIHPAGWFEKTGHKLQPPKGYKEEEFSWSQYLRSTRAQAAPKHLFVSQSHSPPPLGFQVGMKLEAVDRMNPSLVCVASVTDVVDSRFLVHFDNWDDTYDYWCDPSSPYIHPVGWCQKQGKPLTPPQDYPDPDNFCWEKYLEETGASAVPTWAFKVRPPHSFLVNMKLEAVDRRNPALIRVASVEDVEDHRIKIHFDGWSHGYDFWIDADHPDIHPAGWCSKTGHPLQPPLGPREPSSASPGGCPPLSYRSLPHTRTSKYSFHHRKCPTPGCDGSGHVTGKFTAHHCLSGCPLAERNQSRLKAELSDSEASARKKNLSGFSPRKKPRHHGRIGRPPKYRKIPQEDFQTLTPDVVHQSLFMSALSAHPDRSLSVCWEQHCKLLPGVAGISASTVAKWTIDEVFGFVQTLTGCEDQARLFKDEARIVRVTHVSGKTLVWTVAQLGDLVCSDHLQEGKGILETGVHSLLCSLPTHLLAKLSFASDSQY
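AlphaScreen assay: L3MBTL1 (50 nM final) was preincubated 30 min at room temperature with biotinylated H3(1-15)K9me1 peptide (75 nM final), then 30 min with library compounds; streptavidin donor and nickel chelate acceptor beads (10 ug/mL final) added, 30 min dark.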
Starred values were filed as active, the others as inactive; ? = inconclusive; [ ] = dose if it differs, or a comment. On the % scale 0 is the no-effect control and ±100 the full control effect; potency means the concentration at half of the fitted maximal effect. This is a subset, so the mix of outcomes need not match the whole.

SMILES	L3MBTL1 inh
CC(C)NC(=O)N(C)C[C@H]1Oc2c(NC(=O)C3CC3)cccc2C(=O)N([C@H](C)CO)C[C@@H]1C	6%
Cc1ccc(C(=O)NC(C)c2ccc(-n3ccnc3)cc2)o1 (configuration not stated)	-10%
CN(CC(=O)Nc1ccc(Cl)cc1)C(=O)CCc1nc2sc3c(c2c(=O)[nH]1)CCCC3	?
O=C(CN1CCN(c2cccc(C(F)(F)F)c2)CC1)N(C1CC1)C1CCS(=O)(=O)C1 (configuration not stated)	-3%
CS(=O)(=O)c1ccc(NC(=O)CCN2C(=O)C3CC=CCC3C2=O)cc1 (configuration not stated)	-8%
Cc1ccccc1NC(=O)c1sc(NC(=O)C2CC2)nc1C	-3%
COc1ccc(CNC(=O)CCC(=O)N2CC(C)Oc3ccccc32)cc1 (configuration not stated)	2%
O=C(COC(=O)C1CC1)NCc1ccc(Cl)cc1Cl	0%
CN1C(=O)[C@H]2[C@@H](C3CC3)N3C(=O)CN(Cc4ccccn4)C(=O)[C@@]3(Cc3ccccc3)[C@H]2C1=O	3%
O=C(c1ccc(F)cc1)N1CCN(c2ccccn2)CC1	4%[2.29 µM]
CCC(C)N(C(=O)Cn1nc(C)c([N+](=O)[O-])c1C)C1CCS(=O)(=O)C1 (configuration not stated)	11%
O=C(COC(=O)c1ccc(S(=O)(=O)N2CCCCC2)cc1)Nc1ccccc1Cl	19%
CCN(c1ccccc1)S(=O)(=O)c1ccc(C(=O)NCc2ccccn2)cc1	-2%
CCC(C(=O)OCC(=O)Nc1ccc2[nH]c(=O)[nH]c2c1)c1ccccc1 (configuration not stated)	8%
O=C(O)CCCCCCCCc1cn(CCc2c[nH]c3ccccc23)nn1	-2%
CCOC(=O)c1c(C)[nH]c(C(=O)OCC(=O)Nc2ccccc2)c1C	5%
COc1ccc(COC(=O)c2ccc(Br)c(S(=O)(=O)N3CCOCC3)c2)cc1F	-1%
CN(C)c1ccc(C(=O)OCC(=O)Nc2cccc(S(=O)(=O)N3CCCC3)c2)cc1	-11%
CC(C)(C)c1ccc(OCCC(=O)NCC(c2cccs2)N2CCOCC2)cc1 (configuration not stated)	-1%
CCN(CC(=O)Nc1ccc(NC(C)=O)cc1)C(=O)Cc1coc2cc(C)c(C)cc12	6%
CCNc1nc(NCC)n2c(SCC(=O)Nc3ccc(NC(C)=O)cc3)nnc2n1	-40%
COc1cc2c(cc1OC)C(c1ccc(Br)cc1)CC(=O)N2 (configuration not stated)	-9%
COc1ccccc1OCC(=O)Nc1sc2c(c1C(N)=O)CCC2	?
O=C(O)c1ccc(Nc2nc(-c3cccnc3)cs2)cc1O	-10%
COc1ccc(C(=O)O)cc1S(=O)(=O)Nc1ccc(Oc2ccccc2)cc1	-1%

Reprinted from the part before: 2 entries; new compounds follow.
SMILES	L3MBTL1 inh
O=C(O)c1ccc(Nc2nc(-c3cccnc3)cs2)cc1O	-10%
COc1ccc(C(=O)O)cc1S(=O)(=O)Nc1ccc(Oc2ccccc2)cc1	-1%
Cc1nn(-c2cccc(C(F)(F)F)c2)c(=O)c2ccccc12	0%[2.29 µM]
O=C(CNC(=O)c1ccccc1F)OCc1nc2ccc(Cl)cc2n1CCO	5%
COc1ccccc1C(=O)COC(=O)/C(=C/c1ccccc1)NC(C)=O	?
CC(C)Oc1ccc(S(=O)(=O)N2CCOCC2)cc1NC(=O)Cc1cccs1	-4%
CSCCC1NC(=O)N(CC(=O)Nc2cccc(S(=O)(=O)N3CCCCCC3)c2)C1=O (configuration not stated)	-2%
COc1ccc(C2(c3ccc(OC)cc3)NC(=O)N(CC(=O)NCC(C)c3ccccc3)C2=O)cc1 (configuration not stated)	-7%
CCOC(=O)C1=CN(CC)S(=O)(=O)NC1CC (configuration not stated)	-26%
CC(C)c1ccc(CNc2nnnn2C)cc1	-4%
COc1ccc(N(CC(=O)Nc2ccccc2Cl)S(=O)(=O)c2ccc(C)cc2)cc1OC	-4%
O=C(CN(Cc1ccco1)C(=O)c1ccc(F)cc1F)Nc1ccccc1C(F)(F)F	-4%
COc1ccc(NC(=O)CN(C)C(=O)C2CC(=O)N(Cc3ccc(C)cc3)C2)cc1 (configuration not stated)	5%
Cc1ccc(OCC(=O)N2CCCCC2C)c([N+](=O)[O-])n1 (configuration not stated)	-2%
Nc1c(C(=O)CSc2nnc(COc3ccc(Cl)cc3)o2)c(=O)[nH]c(=O)n1C1CC1	6%
Brc1ccc(CN2CCN(c3ccccc3)CC2)o1	-1%
CCCCCCSc1ccc([C@H]2N[C@@](Cc3ccccc3)(C(=O)OC)[C@H]3C(=O)N(C)C(=O)[C@@H]23)cc1OC	-1%
O=C(CSC1=NS(=O)(=O)c2cc(Cl)ccc2N1)Nc1cccc(F)c1	0%
CCCC(NC(=O)c1ccc(Br)o1)c1nc2ccccc2[nH]1 (configuration not stated)	-2%
Cc1ccc(OCC(=O)NNC(=O)C2CCC2)cc1C	0%
COc1ccccc1N1CCN(C(=O)c2cc(S(=O)(=O)N3CCOCC3)ccc2C)CC1	-6%
CCOC(=O)CN(C(=O)CSc1nnnn1C)c1ccccc1	-2%
CN(C)S(=O)(=O)c1cccc(NC(=O)c2ccc(S(=O)(=O)N3CCCC3)cc2)c1	7%
COc1ccc2c([N+](=O)[O-])c(N3CCCC3)[nH]c2c1	1%
O=C(CSc1nc2[nH]ncc2c(=O)[nH]1)Nc1ccc(OC(F)(F)F)cc1	2%
Cc1cccc(C(=O)NCC(=O)NCC2COc3ccccc3O2)c1 (configuration not stated)	8%
Cc1cc(=O)oc2c3c(cc(OCC(=O)NC(Cc4ccc(Cl)cc4)C(=O)O)c12)OC(C)(C)CC3 (configuration not stated)	3%
Other entries follow:
SMILES	L3MBTL1 inh
Cn1c(=O)c2sccc2n(Cc2cccc(Br)c2)c1=O	3%
CCc1ccc(NC(=O)CSc2nc(=O)n3cc(C)ccc3n2)cc1	4%
COc1ccc2oc(C(=O)OCC(=O)N(Cc3ccccc3)C(C)C)c(C)c2c1	-7%
O=C(Nc1cc2c3c(c1)CC(=O)N3CCC2)c1ccc(Cl)cc1	-2%
CCCCN(C(=O)CCNC(=O)NC12CC3CC(CC(C3)C1)C2)c1c(N)n(CCC)c(=O)[nH]c1=O	2%
O=C(CCc1nc2ccccc2c(=O)[nH]1)Nc1nc(-c2cccs2)cs1	-1%
COc1ccccc1CCNC(=O)c1ccccc1SCC(=O)N1CCCC1	0%
COc1ccc(NC(=O)N(C)C[C@H]2Oc3c(NC(=O)NC4CCCCC4)cccc3C(=O)N([C@H](C)CO)C[C@@H]2C)cc1	3%
CC(C)(C)OC(=O)C[C@H]1C/C=C\C[C@H](CC(=O)N(CCO)Cc2ccccc2)C(=O)N[C@@H](c2ccccc2)COC1=O	6%
COCCn1c(SCC(=O)Nc2cccnc2Cl)nc2ccccc21	0%
Cc1ccc(C23CC4CC(CC(C(N)=O)(C4)C2)C3)cc1	1%
O=C(NCCCN1CCCC1=O)C1CCN(S(=O)(=O)c2ccc(F)cc2)CC1	0%
Cc1c(NC(=O)C(C)Oc2ccc(Br)cc2)c(=O)n(-c2ccccc2)n1C (configuration not stated)	9%
O=C(Nc1cccc(NC(=O)c2cncc(Br)c2)c1)c1cncc(Br)c1	-2%
CCOC(=O)CCNC(=O)N1CCCC(N(C)CCc2ccc(OC)c(OC)c2)C1 (configuration not stated)	-1%
COC(=O)[C@@]1(C)[C@H]2C(=O)N(C)C(=O)[C@H]2[C@H]2CN=C(SC)N21	14%
Cc1c(C(=O)N2CCN(c3ccccn3)CC2)oc2c(F)cccc12	3%
CCOc1ccc2oc(C(=O)N(C)CCc3ccc(OC)c(OC)c3)c(C)c2c1	-4%
CC(CNC(=O)CN(C)CC(=O)Nc1ccccc1Br)c1ccccc1 (configuration not stated)	-6%
Cc1ccc(C(=O)O)cc1NCc1ccncc1	5%
COc1ccccc1CNC(=O)Cn1nnnc1CN(C)C(C)C	-1%
Cc1ccc(OCCCC(=O)NNC(=O)c2ccccn2)cc1	-6%
Cc1cccc2c1NC(=O)C2=Nc1ccc(Cl)cc1	9%
CCc1ccc2c(COC(=O)C3CSC4(C)CCC(=O)N34)cc(=O)oc2c1 (configuration not stated)	-6%
Cc1csc(=O)n1CC(=O)OCC(=O)Nc1cc(S(=O)(=O)N2CCOCC2)ccc1Cl	-4%
Next compounds
SMILES	L3MBTL1 inh
O=C(Nc1ccc(S(=O)(=O)N2CCCCC2)cc1)C1CC(=O)N(Cc2ccccc2)C1 (configuration not stated)	19%
O=C(CCNC(=O)c1ccccc1Cl)NNC(=O)c1ccccc1O	3%
CCCCN1C(=O)C(=O)N(CC(=O)c2ccc[nH]2)C1=O	-1%
O=C(COC(=O)c1cccc(-n2cnnn2)c1)c1ccc(F)cc1	-1%
O=C(O)C(NS(=O)(=O)c1ccccc1)C(O)c1ccccc1 (configuration not stated)	1%
Cc1ccsc1/C=N/NC(=O)C(O)c1ccccc1 (configuration not stated)	8%
Cc1ccc(S(=O)(=O)N(Cc2ccc(C(F)(F)F)cc2)C(=O)N2CCN(C)CC2)cc1	-1%
CCc1ccc(-c2nnn(CC(=O)N(C3CCCC3)C3CCS(=O)(=O)C3)n2)cc1 (configuration not stated)	4%
Cc1nnc(NC(=O)CC(C)c2ccccc2)s1 (configuration not stated)	5%
Oc1c(Cl)cc(CN2CCOCC2)c2cccnc12	?
Cc1ccc(NC(=S)N2CCN(c3ccccc3F)CC2)c(C)c1	-2%
CCn1c(SCC(=O)Nc2sccc2C(N)=O)nnc1C1CC1	-18%
CC(Oc1cccc(Br)c1)C(=O)NNC(=O)CCNC(=O)c1ccccc1Cl (configuration not stated)	-1%
COc1ccc(C(=O)Nc2ccc3ccccc3c2)c(OC)c1	-2%
COc1ccc(CNC(=O)c2c(O)c3cc(OC)c(OC)cc3[nH]c2=O)cc1OC	0%
O=C(O)CCC(=O)N1N=C(c2ccccc2)CC1c1ccc2c(c1)OCO2 (configuration not stated)	5%
NC(=O)c1ccc(NC(=O)Cc2ccc(S(=O)(=O)N3CCCCC3)cc2)cc1	-4%
Cc1ccc(OCC(=O)Nc2ccncc2)c(C)c1	3%
Cc1ccc(C(C)C)c(OCC(=O)OCC(=O)NC2CCS(=O)(=O)C2)c1 (configuration not stated)	1%
Cc1c(C(=O)N(C)CCCCN2CCOCC2)oc2c(F)cccc12	-1%[2.29 µM]
COc1ccc(C(=O)NC(CCSC)C(=O)NC2CC2)cc1 (configuration not stated)	7%
COc1cccc(C(=O)NNC(=O)c2ccccc2)c1	-8%
Cc1cccc(NC(=O)c2cc(S(=O)(=O)N3CCOCC3)cn2C)c1C	-2%
CCCn1c(SC(C)C(=O)NC2CCCC2)n[nH]c1=O (configuration not stated)	-15%
CCc1cccc(OCCOC(=O)CNS(=O)(=O)c2ccc(NC(C)=O)cc2)c1	5%

Of the compounds above, these contain a COOH group.
SMILES	L3MBTL1 inh
O=C(O)CCCCCCCCc1cn(CCc2c[nH]c3ccccc23)nn1	-2%
O=C(O)c1ccc(Nc2nc(-c3cccnc3)cs2)cc1O	-10%
COc1ccc(C(=O)O)cc1S(=O)(=O)Nc1ccc(Oc2ccccc2)cc1	-1%
Cc1cc(=O)oc2c3c(cc(OCC(=O)NC(Cc4ccc(Cl)cc4)C(=O)O)c12)OC(C)(C)CC3 (configuration not stated)	3%
Cc1ccc(C(=O)O)cc1NCc1ccncc1	5%
O=C(O)C(NS(=O)(=O)c1ccccc1)C(O)c1ccccc1 (configuration not stated)	1%
O=C(O)CCC(=O)N1N=C(c2ccccc2)CC1c1ccc2c(c1)OCO2 (configuration not stated)	5%

New compounds follow.
SMILES	L3MBTL1 inh
CCN(C(=O)COC(=O)C1CCN(S(=O)(=O)c2ccc(C)c(C)c2)CC1)C1CCCCC1	-1%
Cn1nc(-c2ccccc2)c2cc([N+](=O)[O-])ccc21	?
Cc1ccc(C(=O)N2CCN(c3ncccn3)CC2)cc1NC1=NC2CS(=O)(=O)CC2S1 (configuration not stated)	4%
COc1ccc(NC(=O)N(C)C[C@H]2Oc3ccc(NS(=O)(=O)c4cccs4)cc3C(=O)N([C@H](C)CO)C[C@@H]2C)cc1	7%
Cc1cc(Br)ccc1NC(=O)CNC(=O)CNc1cccc([N+](=O)[O-])c1	-4%
Nc1cc(Cl)ccc1C(=O)OCC(=O)NCC1CCCO1 (configuration not stated)	2%
COc1cc(NC(=O)COC(=O)Cn2cnc3c2c(=O)n(C)c(=O)n3C)cc(OC)c1	-3%
O=C(Nc1ncccc1O)c1cccc(S(=O)(=O)N2CCCC2)c1	0%
Cc1cccc(NC(=O)COC(=O)c2ccc3nc(C)c(C)nc3c2)c1	-1%
O=[N+]([O-])c1ccccc1OCCCN1CCc2ccccc2C1	-2%
CSc1ccc(CN(C)C(=O)c2cccc(S(=O)(=O)N3CCN(Cc4ccccc4)CC3)c2)cc1	-9%
COCC(=O)N(C)CC1CCCN(CCc2ccccc2OC)C1 (configuration not stated)	3%

Part of the list above in order of molecular weight, rising.
SMILES	L3MBTL1 inh
O=[N+]([O-])c1ccccc1OCCCN1CCc2ccccc2C1	-2%
COc1cc(NC(=O)COC(=O)Cn2cnc3c2c(=O)n(C)c(=O)n3C)cc(OC)c1	-3%
CCN(C(=O)COC(=O)C1CCN(S(=O)(=O)c2ccc(C)c(C)c2)CC1)C1CCCCC1	-1%
